TAG inh: inhibitors of triacylglycerol accumulation; inhibition, % at 12.5 µM; actives 0.66% (n = 230,000); H9c2 cells, Nile Red lipid (TAG) fluorescence; cells loaded with 200 µM oleic acid;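 active means pattern-corrected inhibition of lipid staining of at least 50% with the nuclear-stain viability signal not falling by more than 50%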;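 further: 0% = DMSO wells and 100% = triacsin C control wells; some results filed as inactive read as strong as hits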
TAG inh DAPI viability: further read-out of TAG inh, marked with its call; DAPI nuclei signal change (viability), lower = more cytotoxic, %;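 whole-well DAPI fluorescence read on a plate reader as a viability signal; minus 50 percent equals half of cells still viable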
* marks the source's active call; other numbers are inactive results.

Each structure is followed by: TAG inh | TAG inh DAPI viability
#1 CCCNC(=O)c1c(CSc2ccccc2)noc1C(=O)NCc1ccccc1
    5.0 | -4.2
#2 CC(=O)c1cccc(NC(=O)CCNS(=O)(=O)c2cccc(C(C)=O)c2)c1
    -9.5 | -10.5
#3 COc1cccc(C(=O)N(Cc2cc3cc(C)ccc3[nH]c2=O)C(C)C)c1
    0.4 | 1.9
#4 C/C(=N\NC(=O)c1ccccc1OCCOc1ccccc1)c1ccccc1F
    -23.4 | -2.2
#5 COc1ccc(CNC(=O)COc2ccc(S(=O)(=O)N3CCCCC3)cc2)cc1
    7.5 | -6.4
#6 O=C(Nc1cccc(Cl)c1)OCCOC(=O)Nc1cccc(Cl)c1
    -3.7 | 0.9
#7 Cc1ccc(CN2CCN(CC(=O)N3CCC(C(N)=O)CC3)C2=O)cc1
    7.9 | -8.7
#8 O=C(N/N=C/c1ccc(Cl)c([N+](=O)[O-])c1)c1cc(-c2ccc3c4c(cccc24)CC3)n[nH]1
    23.3 | 12.5
#9 O=c1c2ccccc2c(=O)n2n1Cc1ccccc1C2
    1.9 | 4.4
#10 Cc1c(/C=N/NC(N)=O)c2ccccn2c1C(=O)c1ccncc1
    9.2 | -0.1
#11 CC1(C)CC2CC(C)(CN2S(=O)(=O)c2cccc(C(=O)OCC(=O)NC(N)=O)c2)C1 (stereo not drawn)
    1.6 | 2.2
#12 Nc1nc(-c2ccc(Br)cc2)cs1
    -7.1 | 12.0
#13 COc1ccc(C(=O)CCC(=O)Nc2cccnc2)cc1
    -18.0 | 8.1
#14 Cn1c(SCC(=O)NCCc2ccccc2)nc2c([nH]c3ccccc32)c1=O
    8.9 | -15.5
#15 CC(=O)N(c1cccc(Br)c1)c1nc(C)cc(C)c1C#N
    -12.2 | 11.7
#16 CCOC(=O)C1=C(COC(=O)c2cc(Br)c(Br)s2)NC(=O)NC1C (stereo not drawn)
    0.7 | -4.9
#17 O=[N+]([O-])c1cnccc1Nc1ccc(Cl)cc1
    -9.9 | 7.0
#18 Cc1ccc(NC(=S)Nc2ccc3[nH]c(=O)[nH]c3c2)cc1
    -15.8 | 3.5
#19 CC(c1ccccc1)C1CC(=O)N(Cc2ccccc2)C1=O (stereo not drawn)
    -9.1 | 7.4
#20 O=C(Cn1cnc2ccccc2c1=O)Nc1cccc(-c2nnc3n2CCCCC3)c1
    6.2 | -10.0
#21 NNC(=O)/C=C/c1ccc(Cl)cc1Cl
    3.3 | 6.2
#22 O=[N+]([O-])c1cccc(/C=N/N2CCN(Cc3ccc(Cl)cc3)CC2)c1
    -10.3 | 3.3
#23 CSc1ccc(S(=O)(=O)NCC(=O)OCC(=O)N2CCCCC2C)cc1[N+](=O)[O-] (stereo not drawn)
    -15.5 | -2.6
#24 Cc1cc(NC(=O)CSc2nc3[nH]c(=O)cc(O)c3s2)ccc1Br
    -0.6 | -0.7
#25 Nc1ccc(S(=O)(=O)Nc2nccc(/C=C/c3cccc([N+](=O)[O-])c3)n2)cc1
    2.8 | 8.6
#26 CCN(CC)S(=O)(=O)c1ccc(OCC(=O)NC(=O)Cc2ccccc2)c([N+](=O)[O-])c1
    -13.6 | 0.7
#27 CCNC1(C(N)=O)CCN(Cc2ccccc2)CC1
    2.3 | -0.3
#28 CCn1c(SCC(=O)NCCc2ccc(F)cc2)nnc1-c1cccs1
    -16.2 | 32.8
#29 CCC12C(=Nc3c(Cl)cccc31)C[C@@H]1CCN3C(=O)CCC[C@H]2[C@H]13 (stereo partly drawn)
    -2.5 | 26.9
#30 COCCNc1nc(Cl)c(C#N)s1
    -9.7 | 1.4
#31 O=S(=O)(c1ccc2c(c1)oc1ccccc12)N1CCOCC1
    13.6 | -13.1
#32 CCOC(=O)CSc1nc2cc3c(cc2cc1C#N)OCCO3
    14.9 | 1.5
#33 CN(C(=O)Nc1ccc(Cl)cc1)n1cnc2ccccc2c1=O
    13.0 | -1.1
#34 CCOc1cc(N2CCOCC2)c(OCC)cc1NC(=O)c1ccc2ncsc2c1
    9.0 | -5.2
#35 COc1ccc(Cc2nc(C(=O)Nc3ccc(Cl)cc3)cs2)cc1
    -7.4 | 7.0
#36 CCC(=O)NC(=S)Nc1cccc(NC(=O)c2ccccc2C)c1
    -2.7 | -4.1
#37 Cc1ccc(NC(=O)CC(N)=S)cc1
    3.4 | 1.1
#38 CSCC(=O)N1CCCC(CO)(Cc2ccccc2C)C1 (stereo not drawn)
    -3.6 | -2.0
#39 CC1CCCCC1NC(=O)COC(=O)c1ccc(S(=O)(=O)N2CCOCC2)cc1 (stereo not drawn)
    0.3 | -13.0
#40 Cc1ccc(S(=O)(=O)N(C)c2ccc(OCC(=O)Nc3cccc(-n4cnnn4)c3C)cc2)cc1
    -0.9 | 0.1
#41 COc1cc(OC)cc(C(=O)N[C@H](C(=O)NCc2cccs2)C(C)C)c1
    -26.2 | -3.5
#42 COC(=O)CC(CC(=O)OC)n1cccc1
    3.5 | 3.1
#43 CC(/C=C/c1ccccc1)=N/O
    3.5 | -8.1
#44 CCNC(=O)C1(C)CCCN(Cc2csc3ccccc23)C1 (stereo not drawn)
    -5.8 | -8.9
#45 Cc1nn(-c2ccccc2)c(Cl)c1C(=O)Nc1ccc(N2CCOCC2)cc1
    2.9 | -6.1
#46 CCOc1cc(/C=N/Nc2cccc(C(=O)O)c2)ccc1OC(=O)c1ccccc1
    -8.3 | 2.6
#47 CN1/C(=C/C(=S)NC(=O)C2(C)CC2(Cl)Cl)C(C)(C)c2ccccc21 (stereo not drawn)
    -19.2 | -10.1
#48 Cc1ccc2[nH]c(=O)c(CN(CCN3CCOCC3)C(=O)Nc3ccc(F)cc3)cc2c1
    -0.9 | 6.6
#49 CCOC(=O)CSc1nc(C)c(Oc2ccc(Cl)cc2Cl)c(=O)[nH]1
    -9.2 | 13.6
#50 CCOc1cccc(-c2nnc3sc(COc4ccccc4)nn23)c1
    -8.8 | -0.2
#51 COc1ccc(NC(=O)c2cccc(OC(=S)N3CCOCC3)c2)cc1
    30.4 | 3.7
#52 Cc1cc[n+](-c2[nH]c(=O)sc2/C=N/N=C(\[O-])CCn2c3ccccc3c3ccccc32)cc1
    1.9 | -4.1
#53 O=C(CSc1nc2ccccc2c(=O)n1-c1ccc(F)c(Cl)c1)Nc1ccc2c(c1)CCC2
    35.6 | 5.8
#54 Cc1ccc(CSc2n[nH]c(N)n2)cc1
    -1.5 | -9.5
#55 CCCCNC(=O)C(Cc1ccccc1)NS(=O)(=O)c1ccc2c(c1)c(=O)n(C)c(=O)n2C (stereo not drawn)
    -10.9 | -5.5
#56 CCCCOc1ccc(C(=O)Nc2cc(C)c(OCC(=O)N3CCOCC3)c(C)c2)cc1
    38.7 | 1.0
#57 COC(=O)C(Cc1ccccc1)NC(=O)c1cc(=O)[nH]c2ccccc12 (stereo not drawn)
    -1.7 | 3.6
#58 COc1ccc(Cl)cc1NC(=O)COC(=O)C1COc2ccccc2O1 (stereo not drawn)
    -4.4 | 1.3
#59 CCCNC(=O)NC(=O)COc1ccc(-c2ccc(C#N)cc2)cc1
    -4.3 | -1.4
#60 COc1ccc(S(=O)(=O)NC(CC(=O)NC2CCCC2)c2ccco2)cc1 (stereo not drawn)
    -4.1 | 9.7

The listing continues.
Each structure is followed by: TAG inh | TAG inh DAPI viability
#61 Cc1nn(CC(=O)NNC(=O)c2ccc(Br)cc2)c(C)c1[N+](=O)[O-]
    7.1 | 2.6
#62 CCOC(=O)C1CCCN(C(=O)c2cc3ccccc3cc2OC)C1 (stereo not drawn)
    -0.8 | -2.7
#63 COc1ccc(-n2c(=S)[nH]c3cc(C(=O)NCCCN4CCCC4=O)ccc3c2=O)c(OC)c1
    -8.2 | -10.4
#64 C#CCOCCOCCOCCNc1nc(N2CCN(C(=O)CCCCCCCCCCNC(=O)[C@H](CCCCN)n3cc(C[C@@H](C)CC)nn3)CC2)nc(N2CCN(C(=O)CCCCCCCCCCNC(=O)[C@H](CCCCN)n3cc(C[C@@H](C)CC)nn3)CC2)n1
    88.4* | -37.5*
#65 COCCNC(=O)C(c1ccco1)N(Cc1ccc(OC)cc1)C(=O)Cn1nnc2ccccc21 (stereo not drawn)
    -7.9 | -2.3
#66 Cn1c2ccccc2c(=O)c2cc(C#Cc3ccccn3)ccc21
    10.2 | 37.4
#67 Cc1cccnc1NC(=O)c1cccc(S(=O)(=O)NCc2ccccc2)c1
    -0.1 | -3.1
#68 Cc1ccc(NC(=O)C2C(=O)N(C)c3ccccc32)cc1 (stereo not drawn)
    9.8 | -17.4
#69 Cn1cnnc1SCc1ccccc1Br
    -1.6 | 6.0
#70 Cc1ccc(C2C(C#N)=C(N)N(c3cccnc3)C3=C2C(=O)CCC3)c(C)c1 (stereo not drawn)
    1.4 | -2.2
#71 Cc1ccc(N2CCN(C(=O)CCc3nc4ccccc4[nH]3)CC2)c(C)c1
    7.6 | -3.2
#72 CC(Oc1ccc(F)cc1)c1nnc(SCC(=O)N(c2ccccc2)C2CCS(=O)(=O)C2)o1 (stereo not drawn)
    -0.3 | -1.1
#73 COC(=O)c1ccccc1NC(=S)N1CCN(C2CCCCC2)CC1
    -4.3 | 1.7
#74 CCC(C)(C)NC(=O)C(c1ccc(OC)cc1)N(CC1CCCO1)C(=O)CCC(=O)Nc1cc(C)on1 (stereo not drawn)
    57.0* | 2.7*
#75 Cc1c(C(=O)NCc2cccc(Cl)c2)sc(=O)n1Cc1ccc(F)cc1
    -6.6 | -2.4
#76 Cc1cc(C)n(C(=O)CCCn2nc(C)c([N+](=O)[O-])c2C)n1
    -7.9 | 3.4
#77 COc1cccc(N2CCN(S(=O)(=O)c3cccc4cccnc34)CC2)c1
    3.8 | -6.6
#78 CCc1ccc2oc(C(=O)Nc3ccc(S(N)(=O)=O)cc3)c(C)c2c1
    -5.6 | 3.4
#79 O=C(Nc1ccc(F)c(F)c1)c1ccc(-n2cncn2)c([N+](=O)[O-])c1
    5.9 | 0.0
#80 O=[N+]([O-])c1ccc(OCCN2CCCCCC2)cc1
    -5.0 | 8.3
#81 CC(=O)N1N=C(c2ccc(Cl)cc2)OC12CCCC2
    -6.0 | 11.2
#82 O=C(NCCN1CCOCC1)C(=O)NCC1OCCN1S(=O)(=O)c1ccc(F)cc1 (stereo not drawn)
    -10.3 | -2.5
#83 CC(=O)c1cc2c(cc1NC(=O)C1CC=CCC1C(=O)O)OCO2 (stereo not drawn)
    7.1 | -6.9
#84 C/C(=N\NC(=O)c1csc(C)c1C)c1ccco1
    -0.4 | 10.4
#85 COc1ccc(OC)c(NC(=O)NNC(=O)CCCOc2ccc(Cl)cc2C)c1
    -4.0 | -9.2
#86 Cc1ccc(C(=O)N/C(=C\c2ccccc2)C(=O)NCc2ccncc2)cc1
    -1.0 | 2.4
#87 COc1cc(C(c2sc3nc(C)nn3c2O)N2CC(C)OC(C)C2)cc(OC)c1OC (stereo not drawn)
    7.9 | 3.3
#88 COc1ccc(C2CC(c3ccccc3OC(=O)/C=C/c3ccccc3)=NN2C(C)=O)cc1 (stereo not drawn)
    -6.0 | 6.7
#89 N#CC1(NC(=O)CN2C(=O)NC3(CCCCCC3)C2=O)CCCCC1
    -2.1 | -2.3
#90 Nc1nnnn1CC(=O)N/N=C/c1cc([N+](=O)[O-])ccc1O
    11.7 | 3.9
#91 COc1ccc(CN(C)CC(=O)NC(=O)NC2CCCCC2)cc1
    -10.7 | -3.1
#92 O=C(Nc1ccccc1)c1cc(N2CCOCC2)nc2ccccc12
    9.9 | -5.2
#93 Cc1cc(Cl)ccc1OC(C)C(=O)NCCCn1ccnc1 (stereo not drawn)
    0.2 | 5.7
#94 CCOC(=O)c1[nH]c2ccccc2c1NC(=O)CC(C)(C)C
    -3.9 | -3.1
#95 OCCCNC(c1ccccc1)c1ccc(O)cc1 (stereo not drawn)
    -14.3 | 3.4
#96 COc1cc(/C=N/N(C)c2ccccc2)ccc1O
    -0.4 | -2.6

Screening results from PubChem.

An excerpt. The share of hits here may be higher or lower than overall.
